Source: PubChem (several laboratories)
PPC-1+TRAIL kill – compounds killing PPC-1 cancer cells with TRAIL present, primary screen, TRAIL potentiator project, ATPLite luminescence, uHTS; PPC-1 cells + TRAIL, ATPLite viability luminescence; cell killing (% activity), % at 4 µM; hit rate 0.41% among 220,000;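 active = cell killing above 50% in the first pass at 4 µM, then a duplicate retest at 5 µM averaging 50% or more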;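 also: plate controls were cells with TRAIL plus DMSO for no effect and medium-only wells lacking cells for full effect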
CHOP inhibitor – inhibitors of CHOP promoter induction, primary screen, cell-based, unfolded protein response, luciferase reporter. hit rate 3.8% among 220,000. inhibition, % at 10 µM. AID 2732, 2010. CHO-K1 CHOP-promoter luciferase, tunicamycin-induced, 15-18 h;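 active = compounds that reduced the stress-induced luciferase reporter signal by more than about 70% of percent inhibition, limit read from the data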;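 also: 0% = tunicamycin plus vehicle and 100% = wells without tunicamycin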
14-3-3 Bad inh – inhibitors of 14-3-3 zeta/Bad binding, primary screen, biochemical, TR-FRET, bovine 14-3-3 zeta; hit rate 0.71% among 220,000; AID 781, 2007; TR-FRET 14-3-3zeta/Dy647-pBad peptide displacement, 1 h; 14-3-3 protein zeta/delta (Bos taurus), P63103; inhibition, % at 21.7 µM;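 active = inhibition above about 70%, limit read from the data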;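 also: 0% = full 14-3-3 plus peptide FRET controls and 100% = background without 14-3-3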
Target sequence (P63103 whole entry, looked up): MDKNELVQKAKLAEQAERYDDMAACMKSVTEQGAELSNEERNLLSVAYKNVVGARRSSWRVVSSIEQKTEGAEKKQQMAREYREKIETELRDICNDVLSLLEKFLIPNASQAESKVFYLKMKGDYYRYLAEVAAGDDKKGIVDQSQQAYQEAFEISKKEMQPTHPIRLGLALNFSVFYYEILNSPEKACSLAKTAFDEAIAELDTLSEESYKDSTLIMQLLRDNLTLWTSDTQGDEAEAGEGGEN
EP2 mod – EP2 receptor modulators, cAMP readout, primary screen, cell-based, HTRF cAMP, PGE2 stimulation; EP2-expressing cells, cAMP HTRF FRET, PGE2 co-stimulation; induction, % at 25 µM; hit rate 0.83% among 260,000; Prostaglandin E2 receptor EP2 subtype (Homo sapiens), P43116; AID 940, 2007;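 active = compounds whose cAMP rise, as percent of the full-agonist control response, exceeds 60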;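 also: rat C6 glioma line stably carrying human EP2 under a CMV promoter; the protocol text gives 20 µM as final concentration; 100% = response of wells given 1 µM PGE2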
Target sequence (P43116 whole entry, looked up): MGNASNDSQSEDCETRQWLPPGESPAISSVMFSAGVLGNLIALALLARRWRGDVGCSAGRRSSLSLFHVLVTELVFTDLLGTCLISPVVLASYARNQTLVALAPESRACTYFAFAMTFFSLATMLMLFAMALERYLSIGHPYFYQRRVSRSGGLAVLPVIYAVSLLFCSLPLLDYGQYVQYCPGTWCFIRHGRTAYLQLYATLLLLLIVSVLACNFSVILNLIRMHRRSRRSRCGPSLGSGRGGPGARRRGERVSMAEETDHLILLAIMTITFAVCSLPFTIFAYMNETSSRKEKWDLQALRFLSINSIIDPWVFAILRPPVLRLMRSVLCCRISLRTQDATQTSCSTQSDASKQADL
TRPML3 ag – human TRPML3 channel agonists, primary screen, cell-based, HEK293 TRPML3-YFP, Fluo-8 calcium fluorescence, 3 µM; activation, % at 3 µM; hit rate 0.29% among 220,000; AID 1448, 2008; 100% = the carbachol control signal; Mucolipin-3 (Homo sapiens), Q8TDD5;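 active = activation above its plate's cutoff, the mean activation of the plate's test wells plus 3 SD, cut at about 12% in these data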;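 also: 0% = DMSO only wells and 100% = carbachol wells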
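Test system – HEK293 line with stable expression of human TRPML3-YFP channel · Control set – carbachol 87 µM final as high control (100%), DMSO as low control (0%) · Signal – Fluo-8 calcium dye fluorescence, ex 470-495, em 515-575 nm · Incubation – 1-h 37 °C dye load, 5-s basal, 120-s post-compound reads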
TRPN1 ag – zebrafish TRPN1 channel agonists, primary screen, cell-based, HEK293, calcium fluorescence | transient receptor potential cation channel N1 (TRPN1/NompC), Danio rerio | HEK293 zebrafish TRPN1-YFP, Fluo-8 calcium fluorescence; 100% = response to 87 µM carbachol | activation, % at 3 µM | hit rate 0.18% among 220,000 | AID 1424, 2008;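 active = activation above its plate's cutoff, the mean activation of test wells on that plate plus 3 SD, cut at about 19% in these data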;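 also: 0% = DMSO alone and 100% = 87 µM carbachol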
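System: zebrafish TRPN1-YFP in HEK293 cells / Dosing: 3 µM single point / Timing: dye loading 1 h at 37 °C, then 30 min room temperature / Signal: Fluo-8 calcium fluorescence, excitation 470-495 nm, emission 515-575 nm / Read-out basis: percent activation from peak over basal fluorescence ratio, control-normalized / Control set: high carbachol 87 µM, low DMSO alone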
NPY Y1 blocker – NPY-Y1 receptor antagonists, primary screen, cell-based | Neuropeptide Y receptor type 1 (Homo sapiens), P25929 | HEK293-CNG Y1 cells, membrane potential fluorescence; NPY at EC95, then isoproterenol | inhibition, % at 3.6 µM | hit rate 1% among 200,000;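 active = inhibition above the campaign mean inhibition of all tested compounds plus 3 SD, cut at about 20% in these data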;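 also: 0% = DMSO wells given NPY plus isoproterenol and 100% = isoproterenol alone without NPY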
Target sequence (P25929 whole entry, looked up): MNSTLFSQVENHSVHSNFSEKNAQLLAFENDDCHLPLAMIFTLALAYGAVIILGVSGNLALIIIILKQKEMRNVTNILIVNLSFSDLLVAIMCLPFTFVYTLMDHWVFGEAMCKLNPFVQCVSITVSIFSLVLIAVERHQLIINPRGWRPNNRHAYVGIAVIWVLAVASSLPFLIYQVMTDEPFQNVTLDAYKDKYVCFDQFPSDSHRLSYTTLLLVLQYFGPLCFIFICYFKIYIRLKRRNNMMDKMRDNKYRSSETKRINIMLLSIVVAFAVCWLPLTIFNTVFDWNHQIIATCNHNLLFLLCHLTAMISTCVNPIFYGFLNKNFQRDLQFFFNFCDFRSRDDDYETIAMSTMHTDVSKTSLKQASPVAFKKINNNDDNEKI
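Material: HEK293 Y1/CNG channel cell line; also added: NPY (25 nM), isoproterenol (1 µM), Ro 20-1724 (25 µM); doses: one concentration, 3.6 µM, in 0.4% DMSO; schedule: compound incubation 1 h at room temperature, readout 45 min post-stimulation; technique: membrane potential fluorescence; measure: fluorescence ratio normalized to % inhibition between controls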
EP2 antag – human EP2 receptor antagonists, primary screen, TR-FRET cAMP, C6 glioma cells. Prostaglandin E2 receptor EP2 subtype (Homo sapiens), P43116. C6 glioma cells expressing human EP2; cells stimulated with saturating PGE2. inhibition, % at 25 µM. hit rate 0.52% among 260,000. AID 1422, 2008;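 active = percent inhibition above 40 after rounding to a whole number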;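 also: rat C6 glioma host cells with rolipram phosphodiesterase inhibitor present; the protocol text gives 20 µM as final concentration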
NPY-Y1 PAM-ag – NPY-Y1 receptor potentiators or agonists, primary screen, cell-based; Neuropeptide Y receptor type 1 (Homo sapiens), P25929; NPY-Y1 expressing cells, potentiator/agonist activation; activation, % at 3.6 µM; hit rate 0.37% among 220,000; in the data active = activation above about 33%, passing the limit was not always enough;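 also: cells stimulated with NPY at EC10 then isoproterenol at EC100; 0% = low agonist plus stimulus and 100% = saturating agonist plus stimulus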
Numbers without * were called inactive; nt = no result given; & = joins results of further samples; [ ] = another dose, or the depositor's remark.

Structure,PPC-1+TRAIL kill,CHOP inhibitor,14-3-3 Bad inh,EP2 mod,TRPML3 ag,TRPN1 ag,NPY Y1 blocker,EP2 antag,NPY-Y1 PAM-ag
COc1ccc2c(c1)c(C(=O)N/N=C/c1ccc(OC)c(OC)c1)c(C)n2C,-6,13,10,8,0.0,-0.9,0,-1,-7
CCOc1ccc(N2C(=O)CNC2=S)cc1,-1,18,-9,23,0.7,1.3,-7,8,18
CN1C[N+]([O-])=C(c2ccccc2)C1(C)C,6,-36,1,1,0.8,0.6,-2,13,-7
O=C(Cc1c(F)cccc1Cl)N1CCCC1,-15,48,-7[fluorescence artefact?],24,0.8,-0.1,-1,13,-3
CC1CCCCN1C(=O)C12CCC(C)(/C(=N/O)C1)C2(C)C (configuration not stated),14,-7,9,-12,0.7,-0.2,-3,2,-5
O=C(NCc1ccc2c(c1)OCO2)c1ccc(Cl)s1,10,11,-2,-17,-0.6,-1.8,5,5,-13
Cc1ccccc1N(C(=O)Cc1cccs1)C(C(=O)NCC1CCCO1)c1cccnc1 (configuration not stated),10,-1,-6,8,-0.2,2.3,2,23,19
O=C(CN1CCC(C(=O)O)CC1)Nc1ccccc1Oc1ccccc1,16,-1,-1,16,-0.6,-1.8,nt,10,24
CCOc1ccccc1OCC(=O)OCC(=O)Nc1ncc(Cl)cc1Cl,15,5,-3,-9,-0.5,-1.6,-3,3,-4
CCCN(CCC)C(=O)CC(c1ccccc1)c1ccc(C)cc1O (configuration not stated),22,46,10[fluorescence artefact?],58,-0.4,-2.5,2,6,-21
Cc1[nH]nc2ncc(C(=O)c3cc(F)ccc3O)cc12,12,21,-4,-7,-0.1,-0.1,4,11,-12
NC(=O)CC(NC(=O)c1ccccc1)c1ccc(NC2CCC2)c([N+](=O)[O-])c1 (configuration not stated),11,7,-1,-21,nt,nt,nt,22,nt
C/C(Cn1cnc([N+](=O)[O-])n1)=N\NC(=O)c1ccccc1,6,18,-1,12,0.7,1.0,0,8,-19
O=[N+]([O-])c1cc(Br)c(O)c(/C=N/Nc2nnnn2-c2cccc3ccccc23)c1,4,3,43[fluorescence artefact?],-37,0.7,-0.2,13,9,-2
COc1ccc(-n2cnnc2SCC(=O)Nc2cc(C(C)(C)C)nn2-c2ccccc2)cc1,18,50,nt,5,0.3,0.5,5,10,-7
COCCCNC(=S)N1CCN(C(=O)c2ccco2)CC1,8,-10,0,4,0.9,-0.4,0,5,-11
COCCNC(=O)c1onc(CSc2ccccc2F)c1C(=O)O,55*,-4,43[fluorescence artefact?],-8,0.4,1.5,3,10,-31
Cc1nc([N+](=O)[O-])c(N2CCOCC2)n1Cc1ccccc1,10,6,3,-12,-0.6,-1.3,nt,8,5
O=C(Cc1c(O)c2ccccc2[nH]c1=O)NCc1cccc(F)c1,5,nt,nt,nt,0.5,-1.1,5,7,0
CCNC(=S)Nc1ccc(C)c(Cl)c1,18,-6,-7[fluorescence artefact?],7,0.6,0.9,3,1,-15
O=C(Nc1ccc(Cl)cc1)NN1CC(=O)N(c2cccc(C(F)(F)F)c2)CC1=O,36,10,-2,-7,1.0,0.8,nt,5,-10
CCOCCOCCC(C(=O)O)P(=O)(c1ccccc1)c1ccccc1 (configuration not stated),23,9,3[fluorescence artefact?],12,0.8,-0.5,7,3,10
FC(F)(F)c1ccccc1NC(=S)Nc1cccc2cnccc12,42,9,-12,-11,-0.2,-1.6,-2,4,5
CC1(C)Cc2nc3sc4c(SCC(=O)NCc5ccccc5)ncnc4c3cc2CO1,13,64,-41[fluorescence artefact?],63*,0.7,1.4,-2,24,3
O=C(NC1=NCCS1)c1ccc(Cl)c(S(=O)(=O)N2CCCCCC2)c1,24,6,4,-40,2.7,5.0,1,2,1
COc1ccc(-c2noc(CCC(=O)NCCc3cccc(C)c3)n2)cc1,15,19,-8,-37,0.1,1.1,4,7,-19
CC(/C=C/c1ccccc1)=N\NC(=O)Cn1nc(C)cc1C,33,-9,14,1,-0.3,-1.0,1,4,7
COc1ccc(-c2cc(=O)oc(-c3cccc(C)c3)n2)cc1,10,11,-6,8,0.8,-0.4,nt,13,7
CCN(CC)C(=O)N1CCC(NC(=O)Cc2ccccc2)CC1,9,-4,9[fluorescence artefact?],25,0.1,1.2,-2,10,-25
c1ccc(Cn2c(-c3cncs3)nc3ccccc32)cc1,4,-18,4,32,-1.0,-0.7,0,3,0
Cc1ccc(CCNC(=O)CCNS(=O)(=O)c2ccc3c(c2)oc(=O)n3C)cc1,16,34,-10,-30,0.2,-0.8,2,10,5
C=CCNC(=O)c1onc(CSc2ccccc2)c1C(=O)O,24,23,11,13,1.2,1.0,4,6,-10
O=C1NC2(CCCCC2)C(=O)N1/N=C/c1ccccc1Br,10,26,-6,-27,0.2,0.2,1,3,0
Oc1ccc(NCc2cccc(OCc3ccccc3)c2)cc1,14,14,-6,-16,-1.1,-1.5,7,4,9
COc1cccc(CC2(CO)CCCN(Cc3ccccc3-c3ccco3)C2)c1 (configuration not stated),17,9,-6,63*,0.6,-0.8,6,1,-12
Cc1ccc(S(=O)(=O)N2CCN(CCC#N)CC2)cc1,9,-13,28,6,0.9,0.2,2,6,8
CS(=O)(=O)N(Cc1ccc(C(=O)NC2CCCCC2O)cc1)c1ccccc1 (configuration not stated),6,6,5,10,0.4,0.2,-6,12,-3
Cc1ccc(-c2ccc(=O)n(CC(=O)Nc3ccc4c(c3)OCCO4)n2)cc1,1,-19,8,-82&-90,0.6,-0.5,19,11&7,-11
Fc1ccc(-n2cnnn2)c(F)c1,19,14,7,8,1.2,-0.1,-4,11,32
COC(=O)c1cc(NS(=O)(=O)c2ccc(C)c3ccccc23)ccc1N1CCOCC1,30,4,6,-6,-1.5,-1.9,nt,7,23
Cc1ccc(C(=O)/C=C/c2ccc3c(c2)OCCO3)c(O)c1,-2,-66,0,-17,0.5,1.6,nt,13,-11
CSc1nc2nc3c(cc2c(=O)n1-c1ccccc1)COC(C)(C)C3,0,-14,8,-27,1.0,2.2,-2,1,12
CCOc1ccc(-n2nnnc2SCC(=O)N2CCOCC2)cc1,16,2,1,-5,0.9,0.5,0,10,25
COc1ccc(OC)c(NC(=O)C(=O)NNC(=O)C23CC4CC(CC(C4)C2)C3)c1,-6,-27,-1,-48,27*,43*,nt,4,13
CNS(=O)(=O)c1cc(NC(C)=O)c(C)cc1C,27,3,-18[fluorescence artefact?],14,-0.2,-1.3,0,10,-13
CCCOc1ccc(C(=O)CCC(=O)OCC(=O)N2CC(=O)Nc3ccccc32)cc1,1,35,-1[fluorescence artefact?],3,0.2,-0.9,-1,9,-23
COc1ccc(/C=N/NC(=O)CN2CCN(Cc3ccccc3)CC2)cc1Br,15,5,1,-16,0.5,2.1,nt,5,-23
Cc1nnc(SCC(=O)Nc2ccc(S(=O)(=O)N3CCCCC3)cc2)s1,28,0,0[fluorescence artefact?],-20,0.9,2.4,-3,9,-13
CC(NC(=O)c1cccnc1)C(=O)N1CCCCC1 (configuration not stated),16,1,nt,4,0.7,-0.5,-2,13,18
CN(C)c1nc(N)c([N+](=O)[O-])c(NCC2CCCO2)n1 (configuration not stated),19,19,7,13,0.6,-0.6,nt,8,8
CCn1c(O)c(C=Nc2ccccc2)n(-c2ccccc2)c1=S,-2,25,-18,51,0.0,-1.3,4,19,12
COC(=O)c1sccc1-n1cccc1C(=O)C(=O)N1CC(C)OC(C)C1 (configuration not stated),2,49,-3,6,-0.5,0.4,-3,11,8
O=C(CCl)N(c1ccccc1)C1CCCCC1,16,107*,-11,31,-0.1,-3.4,-8,5,24
CC(C)(C)n1nnnc1C(c1ccc(Cl)cc1)N(Cc1cccnc1)Cc1ccco1 (configuration not stated),-4,0,6[fluorescence artefact?],-20&-28,-0.2,-1.3,25*,11&19,-23
Cc1ccc(C)c(-n2c(Cc3cccs3)n[nH]c2=S)c1,-8,10,-18,21,-0.4,0.0,-2,5,11
CCOC(=O)COc1ccc(CCNC(C)=O)cc1,12,-13,11,14,0.6,2.5,-4,4,-29
COCC(=O)Nc1c(C(=O)Nc2ccc3c(c2)OCCO3)oc2ccccc12,38,5,1,-1,-0.1,-0.2,-1,7,11
Cc1cc(C)n(CC(O)Cn2cnc3c2c(=O)n(C)c(=O)n3C)n1 (configuration not stated),17,-5,-2,6,0.1,0.2,3,15,13
CCN(CC)CCN1C(=O)C(=O)/C(=C(/O)c2ccc(F)cc2)C1c1cccnc1 (configuration not stated),14,19,10,1,0.2,-0.8,3,6,-20
COc1ccc(/C=C/C(=O)Nc2cccnc2)cc1OC,9,3,-2,-4,0.9,2.3,1,6,0

Other results:
Structure,PPC-1+TRAIL kill,CHOP inhibitor,14-3-3 Bad inh,EP2 mod,TRPML3 ag,TRPN1 ag,NPY Y1 blocker,EP2 antag,NPY-Y1 PAM-ag
Cc1ccc2cc(/C=N/NC(=O)[C@H](C)NC(=O)OC(C)(C)C)c(Cl)nc2c1,2,15,-4,6,0.2,1.5,9,7,-4
C/C=C/COC(=O)c1[nH]c2c(c1C)C(=O)CC(c1ccco1)C2 (configuration not stated),20,nt,5,8,-1.0,-1.8,5,11,-21
CCOc1ccc(OCC)c(S(=O)(=O)NCc2ccccn2)c1,11,17,-6,3,0.4,-2.0,7,15,16
COc1cccc(CNC(=O)C2CCN(S(=O)(=O)c3cccs3)CC2)c1,14,-12,-7[fluorescence artefact?],-3,-0.1,-1.2,-3,10,0
CCc1ccc(C(=O)COC(=O)CNC(=O)c2ccco2)cc1,18,25,-14,41,0.3,1.4,-3,17,8
O=C(O)c1cc(NCc2ccccc2C(F)(F)F)ccc1N1CCOCC1,6,-34,14,-41,0.6,1.1,2,2,-2

A portion of the library; rates above refer to the full screens.
